Compound activity as filed in PubChem.
APP transl inh: APP translation inhibition; SH-SY5Y APP 5'UTR-luciferase reporter, luminescence; inhibition, % at 2 µM; 190,000 tested, 0.82% active;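 active = inhibition above a set limit, derived from the sample mean plus 3 SD, cut at about 45% in these data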; note: values of inactives mirror those of a sister screen read the other way
FLuc inh counter: inhibits firefly luciferase, flagging false hits in luciferase inhibition screens; ATPLite firefly luciferase biochemical luminescence, 10 min; inhibition, % at 10 µM; P08659; AID 1006; 200,000 tested, 1.5% active;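 active = inhibition above about 50% when tested at 10 µM, limit read from the data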
Target sequence (P08659 whole entry, looked up): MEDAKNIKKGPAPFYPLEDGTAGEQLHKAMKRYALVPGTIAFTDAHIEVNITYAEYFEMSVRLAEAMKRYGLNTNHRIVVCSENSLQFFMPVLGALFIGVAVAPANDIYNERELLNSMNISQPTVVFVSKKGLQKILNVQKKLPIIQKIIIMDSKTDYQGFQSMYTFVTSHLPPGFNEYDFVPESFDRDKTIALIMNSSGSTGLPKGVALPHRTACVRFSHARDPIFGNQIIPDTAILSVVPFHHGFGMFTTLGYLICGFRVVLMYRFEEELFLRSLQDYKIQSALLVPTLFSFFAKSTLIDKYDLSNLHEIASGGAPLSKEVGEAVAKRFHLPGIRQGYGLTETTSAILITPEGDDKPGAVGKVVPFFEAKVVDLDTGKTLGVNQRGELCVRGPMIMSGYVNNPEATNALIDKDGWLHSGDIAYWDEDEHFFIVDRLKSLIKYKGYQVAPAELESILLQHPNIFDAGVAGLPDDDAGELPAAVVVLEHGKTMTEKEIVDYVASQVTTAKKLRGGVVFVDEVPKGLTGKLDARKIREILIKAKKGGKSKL
STAT3 act: increases IL-6 driven STAT3 reporter signal. U3A cells, IL-6 STAT3-luciferase reporter, luminescence; 100% = signal with IL-6 EC80 alone. 190,000 tested, 0.91% active. activation (% of control), % at 5.6 µM. AID 871;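 active = activation above the screen-wide mean of compound activation plus 3 SD, cut at about 130% in these data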;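 note: 0% = background luminescence of wells with medium and substrate only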
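Test system: human U3A cells carrying STAT3-luciferase construct; control set: IL-6-only wells as 100% reference; timing: compound pre-incubation 1 h before IL-6, then 6 h stimulation at 37 °C; also added: IL-6 stimulus at 33 ng/mL final; evaluation: % activation versus median of IL-6-stimulated wells; detection: reporter luminescence signal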
APP 5'UTR act: APP 5'UTR luciferase reporter activation; 190,000 tested, 1% active; AID 1276; SH-SY5Y APP 5'UTR luciferase reporter, luminescence; zero percent = DMSO vehicle wells; activation, % at 2 µM;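 active = activation above a set limit, based on mean plus 3 SD of controls, cut at about 140% in these data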; note: values of inactives mirror those of a sister screen read the other way
STAT3 blocker: STAT3 signaling inhibition | U3A cells, IL-6 STAT3-luciferase reporter, luminescence; host cell line lacks STAT1 | AID 862 | inhibition, % at 5.5 µM | 190,000 tested, 0.89% active;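 active = inhibition above the mean inhibition across all screened compounds plus 3 SD, cut at about 44% in these data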;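 note: 0% = DMSO only wells and 100% = 100 µM nifuroxazide control wells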
STAT1 activator: activators of IFN-gamma induced STAT1 signaling. NIH 3T3 STAT1-luciferase reporter, luminescence; 100% = IFN-gamma alone, no compound. activation (% of control), % at 5.5 µM. 200,000 tested, 2.6% active;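 active = activation above the screen-wide mean activation plus 3 SD, cut at about 130% in these data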;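 note: raw ratio to IFN-gamma control signal so 100% means no change and 0% no light; values of inactives mirror those of a sister screen read the other way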
FLuc stim CS: firefly luciferase counter-screen for stimulation assays; activation factor at 10 µM; AID 1027; P08659; 200,000 tested, under 10 active; ATPlite luciferase biochemical, luminescence, 10 min; 0 = ATP-free wells, 1 = DMSO control;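 active = luciferase activation factor, scaled between plate controls, of at least 2 with compound at 10 µM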
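Assay system: Luciferase/luciferin reagent mix; Medium: PBS as buffer for the ATP substrate; Dosing: test compounds dosed from 2 mM stocks in 100% DMSO; Times: 10 min, room temperature; Signal: luminescence from luciferase reaction; Read-out: luciferase activation; Controls: No-ATP low control, compound-free enzyme-plus-ATP high control.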
NF-kB expr up: compounds increasing NF-kB expression in human neuronal cells; NF-kB reporter expression; active compounds read high; 190,000 tested, 1.6% active; fold change at 12.5 µM; in the data active = fold change above about 3.3
STAT1 blocker: STAT1 signaling inhibition. 200,000 tested, 0.35% active. AID 920. NIH 3T3 STAT1-luciferase reporter, IFN-gamma, luminescence. inhibition, % at 5.5 µM;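 active = inhibition above a set limit, the mean inhibition across all tested compounds plus 3 SD, cut at about 34% in these data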;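 note: 0% = IFN-gamma with DMSO and 100% = IFN-gamma with 300 µM nifuroxazide; values of inactives mirror those of a sister screen read the other way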
ROMK mod: human ROMK K+ channel modulation, primary screen; P48048; Tet-inducible ROMK, thallium flux fluorescence; actives lie on both sides; B-score at 10 µM; 130,000 tested, 2% active; AID 1918;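 active = signal ratio slope over the read window, or its plate-corrected B-score, at least 3 SD from the plate mean, either direction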;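 note: B-score of the F/F0 ratio slope over 7 to 12 s after thallium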
Target sequence (P48048 whole entry, looked up): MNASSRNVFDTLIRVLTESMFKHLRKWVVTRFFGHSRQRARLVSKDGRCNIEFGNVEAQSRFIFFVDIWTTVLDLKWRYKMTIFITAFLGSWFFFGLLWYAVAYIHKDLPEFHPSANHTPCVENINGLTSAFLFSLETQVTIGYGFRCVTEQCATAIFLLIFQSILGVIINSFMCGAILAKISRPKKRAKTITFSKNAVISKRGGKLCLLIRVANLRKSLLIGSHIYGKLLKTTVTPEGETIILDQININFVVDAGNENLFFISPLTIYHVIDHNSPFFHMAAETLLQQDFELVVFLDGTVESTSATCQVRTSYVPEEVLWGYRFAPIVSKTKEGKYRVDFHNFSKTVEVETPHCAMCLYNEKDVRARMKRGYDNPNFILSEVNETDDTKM
Starred values were filed as active, the others as inactive; nt = not tested or not shown.

smiles	APP transl inh	FLuc inh counter	STAT3 act	APP 5'UTR act	STAT3 blocker	STAT1 activator	FLuc stim CS	NF-kB expr up	STAT1 blocker	ROMK mod
O=C(Nc1cn(-c2ccccc2)nc1-c1ccc(F)cc1)c1ccccc1	14	-6	105	-14	-2	105	1.1	1.1	-6	nt
Nc1nc(SCC(=O)NNc2c(Cl)cc(Cl)cc2Cl)n[nH]1	-2	-7	94	2	10	95	1.1	1.4	6	-0.073
COc1cccc(C2CC(c3cccc(NS(C)(=O)=O)c3)=NN2C(=O)c2ccccc2)c1OC (configuration not stated)	2	-10	93	-2	9	108	1.1	0.9	-9	0.63
CCN1C(=O)C2(SC(NC(C)=O)=NN2C(C)=O)c2cc(C)cc(C)c21 (configuration not stated)	6	-1	94	-6	5	95	1	1.1	5	0.17
c1ccn2cc(C34CC5CC(CC(C5)C3)C4)nc2c1	-21	-3	100	21	5	96	1	nt	3	nt
C=CCNC(=S)N/N=C/c1cccc([N+](=O)[O-])c1	-20	3	106	20	-6	106	1	0.9	-8	-1.2
O=C(COC(=O)c1ccc(S(=O)(=O)N2CCOCC2)cc1)NC1CCCCCC1	0	-5	111	0	-10	102	1	0.8	-2	nt
O=C(CSc1nc2ccccc2n1S(=O)(=O)c1ccccc1)N1CCCC1	-2	-8	97	2	6	118	1.1	1.3	-20	-0.54
CC12C=CC3(O1)C(C(=O)N(c1cccnc1)C3C(=O)NC1CCCCC1)C2C(=O)Nc1ccccc1 (configuration not stated)	6	-4	110	-6	-10	100	1	1	-3	1.1
COc1cc(NC(=O)C2CCCCC2)c(OC)cc1NC(=O)c1ccco1	0	-5	92	0	13	103	1.1	0.93	-3	-0.36
COC(=O)/C=C/c1sc2nc(C)cc(C)c2c1N=CN(C)C	-8	43	113	8	-14	100	0.6	1.3	0	0.093
COc1c(S(=O)(=O)N2CCCCC2)ccc2c(S(=O)(=O)N3CCCCC3)cccc12	19	nt	98	nt	5	100	nt	nt	-2	-1.5
O=C(O)c1ccc(/C=N/NC(=S)NCc2ccccc2)cc1	8	-5	97	-8	6	97	1.1	0.92	1	-0.025
CCCc1nc2c(sc3nc4c(cc32)COC(C)(C)C4)c(=O)n1CCN(CC)CC	-6	-3	96	6	11	93	1	1.3	6	1.2
Cc1cc(=O)[nH]c(SCc2nc3ccccc3s2)n1	-7	8	99	7	7	109	0.9	1.1	-10	1.6
CCOC(=O)c1c(NC(=O)c2noc3c2CCCC3)sc(C)c1C	1	-7	98	-1	7	97	1.1	1.2	4	-0.011
CN1/C(=C\C(=O)c2ccco2)c2ccccc2CC1(C)C	4	-8	92	-4	12	88	1.1	0.77	13	-0.26
CCNc1nc(NC(N)=S)nc(NC(C)(C)C)n1	-15	-8	109	15	-3	102	1.1	0.99	-4	0.2
N#Cc1ccc(COc2ccc(CCO)cc2-n2nc3ccccc3n2)cc1	6	5	93	-6	18	99	1	0.72	1	nt
CCC(Oc1ccccc1)C(=O)Nc1nnc(C)s1 (configuration not stated)	21	3	97	-21	4	96	1	1.4	5	nt
COc1c(O)cc2c(c1O)C(=O)CC(c1ccccc1)O2 (configuration not stated)	-35	35	nt	35	nt	110	0.7	1.8	-12	nt
CCOc1cc(C2C3=C(CCCC3=O)NC3=C2C(=O)CCC3)ccc1OCCO	11	-4	104	-11	-3	103	1	1.7	-3	nt
COc1ccc(N(CC(=O)N2CCN(C)CC2)S(=O)(=O)c2ccccc2)cc1OC	13	-6	110	-13	-11	98	1.1	1	2	0.017
O=C(NNC(=S)NC(=O)c1cccs1)c1cccnc1	4	-7	101	-4	4	93	1.1	1.1	7	0.039
O=C(N[C@@H](Cc1ccccc1)C(=O)OCC(=O)N1CCOCC1)c1cccs1	4	1	90	-4	16	104	1	1.2	-8	-0.043
COc1ccc(CN(C(=O)CCC(=O)N2CCCCC2)c2nccs2)cc1OC	-9	6	99	9	6	94	0.9	1.2	6	-0.76
CCOC(=O)c1cc(CC)sc1NC(=O)c1cc(OCC)c(OCC)c(OCC)c1	-3	-6	100	3	4	95	1.1	1	6	nt
Cc1ccc(S(=O)(=O)N(C)C)cc1NC(=O)CCNC(=O)c1ccccc1Cl	-11	-2	95	11	5	97	1	1.2	4	nt
CCOC(=O)c1c(C)[nH]c(-c2csc(N)n2)c1C	73*	-1	103	-73	5	99	1	1.9	1	-0.5
COC(=O)[C@@H]1C2CCC(C(=O)Nc3ccccc3)(CC2)[C@@H]1C(=O)OC	nt	-8	97	nt	9	98	1.1	1.2	3	nt
O=C(/C=C/c1ccccc1F)c1cccc([N+](=O)[O-])c1	-22	0	114	22	-15	105	1	1.2	-6	-0.3
CCC(C)NC(=O)c1c(F)c(F)c(F)c(F)c1F (configuration not stated)	-9	4	101	9	1	105	1	1.2	-4	0.37
O=C(OCc1ccc(COC(=O)c2cccnc2Cl)cc1)c1cccnc1Cl	5	-10	97	-5	3	85	1.1	0.86	17	0.58
O=C(NC1(C(F)(F)F)NC(=O)N(Cc2cccnc2)C1=O)c1ccncc1 (configuration not stated)	-8	-4	103	7	-4	98	1	1.2	-1	-0.12
CCOC(=O)C1CCN(Cc2nc3ccccc3c(=O)n2-c2ccc(OCC)cc2)CC1	-22	6	101	22	2	95	0.9	0.59	6	nt
COc1cc(S(=O)(=O)N2CCOCC2)c(OC)c(S(=O)(=O)N2CCOCC2)c1	1	nt	101	-1	3	101	nt	nt	-1	nt
Cc1ccc(S(=O)(=O)c2c(N)n(NC(=O)C3CC3)c3nc4ccccc4nc23)cc1	3	0	102	-3	0	99	1	0.84	1	0.62
CCOC(=O)N1CCN(Cc2nc(CC3CC3)no2)CC1	0	-3	113	0	-2	110	1	1.1	-12	1
O=C(COC(=O)c1ccccc1Nc1ccccc1)NCc1ccccc1Cl	11	-5	97	-11	-1	101	1.1	1.1	-1	nt
CN(C(=O)c1ccc2c(c1)C(=O)N(CCC1=CCCCC1)C2=O)C1CCCCC1	14	-1	107	-14	1	104	1	0.95	-4	nt
COc1ccc(N=Cc2cc(Cl)ccc2O)cc1Cl	17	1	92	-17	20	105	1	1.2	-6	0.64
C=CCOc1ccc(/C(O)=C2/C(=O)C(=O)N(CCCN3CCOCC3)C2c2ccccc2)cc1 (configuration not stated)	1	nt	99	-1	5	100	nt	nt	1	nt
COc1ccc(C(=O)Nc2nnc(Cc3cccs3)s2)cc1OC	0	-1	94	0	10	88	1	1.1	13	-0.48
COc1ccc(C(=O)Nc2n[nH]c(-c3ccncc3)n2)cc1	4	-6	83	-4	27	114	1.1	1.1	-16	-0.58
COC(=O)c1ccc2c(c1)C(=O)N(C1CCCCC1)C2=O	-9	-17	90	9	14	97	1.2	1.7	3	nt
CCN(CC)C(=O)CSc1nc(N)c2c3c(sc2n1)CC(C)CC3 (configuration not stated)	-31	42	96	31	5	121	0.6	1.6	-21	1.3
COc1cc(NC(=O)CCc2c(C)nc3nc(C)nn3c2C)cc(OC)c1	nt	0	94	nt	13	94	1	1.1	7	0.09
CC(NS(=O)(=O)c1cccc(S(=O)(=O)c2ccccc2)c1)C(=O)O (configuration not stated)	-7	4	99	7	3	89	1	1.2	13	nt
CCOc1cc(C2CC(=O)Nc3cc(C)c(C)cc32)ccc1O (configuration not stated)	-10	-5	109	10	-4	100	1.1	0.77	0	-0.28
CS(=O)(=O)Cc1nc2ccccc2oc1=O	12	-8	115	-12	-12	95	1.1	4.7*	6	nt

Full records as entered above.
`O=C(OCc1ccc(COC(=O)c2cccnc2Cl)cc1)c1cccnc1Cl` across the screens: APP transl inh: 5; FLuc inh counter: -10; STAT3 act: 97; APP 5'UTR act: -5; STAT3 blocker: 3; STAT1 activator: 85; FLuc stim CS: 1.1; NF-kB expr up: 0.86; STAT1 blocker: 17; ROMK mod: 0.58
`COc1ccc(C(=O)Nc2nnc(Cc3cccs3)s2)cc1OC` across the screens: APP transl inh: 0; FLuc inh counter: -1; STAT3 act: 94; APP 5'UTR act: 0; STAT3 blocker: 10; STAT1 activator: 88; FLuc stim CS: 1; NF-kB expr up: 1.1; STAT1 blocker: 13; ROMK mod: -0.48

Carrying on:
smiles	APP transl inh	FLuc inh counter	STAT3 act	APP 5'UTR act	STAT3 blocker	STAT1 activator	FLuc stim CS	NF-kB expr up	STAT1 blocker	ROMK mod
O=C(c1c(F)cccc1F)N(Cc1cccs1)C1CCCC1	2	-8	88	-2	17	101	1.1	1.2	-3	0.0084
CCN(CC)S(=O)(=O)c1ccc2[nH]cc(C(=O)NCCc3ccccc3)c(=O)c2c1	-2	1	86	2	21	84	1	0.81	18	nt
COc1ccc(CCNc2oc(Cc3cccc4ccccc34)nc2C#N)cc1OC	-1	-2	107	1	-6	99	1	0.42	1	nt
O=C(CCl)Nc1ccccc1C(=O)NCc1ccccc1	-11	-9	95	11	8	103	1.1	1.1	-4	0.0012
CCOc1ccc2[nH]c(C)c(CN3CCCCC3)c(=O)c2c1	12	-8	100	-12	7	102	1.1	1	-3	0.12
CCOc1ccc(NC(=O)CN2C(=O)C3CC=CCC3C2=O)cc1 (configuration not stated)	16	2	104	-16	-4	109	1	1.3	-10	nt
C/C(=N/N1CCN(c2ccccc2)CC1)c1cccc([N+](=O)[O-])c1	-10	-5	86	9	21	106	1	nt	-8	nt
O=S(=O)(c1ccc(Cl)c(F)c1)N1CCC(c2nc(-c3ccncc3)no2)CC1	-4	-5	81	4	25	92	1.1	0.92	8	nt
O=C1/C(=C/c2ccccc2[N+](=O)[O-])COc2ccccc21	86*	-2	96	-86	11	120	1	nt	-22	-0.25
Nc1ncnc(Sc2ccc(Cl)cc2)c1[N+](=O)[O-]	-6	-6	84	6	20	86	1.1	1.4	16	nt
Nc1cc(Cl)ccc1Oc1ccc(Cl)cc1	10	0	95	-10	11	112	1	1.1	-13	nt
O=C(NNC(=O)C1CCN(S(=O)(=O)c2cccc(C(F)(F)F)c2)CC1)C1CC1	1	-2	99	-1	6	97	1	0.99	2	0.2
CCN(CC)c1nc(N)c2c(N)nc3c(c2c1C#N)CC(c1ccccc1)O3 (configuration not stated)	-16	1	80	16	33	98	1	0.75	2	nt
Cc1ccc(NC(=O)C2C(c3ccccc3)C=CC(c3ccccc3)C2C(=O)O)cc1 (configuration not stated)	-6	3	100	6	0	96	1	1.1	4	-0.29
Cc1ccc(N=CC2=C(O)CC(c3cccc(Cl)c3)CC2=O)cc1 (configuration not stated)	-4	-5	96	4	8	101	1	1.1	-2	1.2
Cc1ccccc1NC(=O)NC1CCCCC1C (configuration not stated)	-22	-6	97	22	9	100	1.1	1.3	-2	1.6
Cc1nc2c(S(=O)(=O)c3ccccc3)cnn2c(C)c1C	-16	-6	92	17	16	92	1.1	1.2	7	0.7
Cc1c(Cl)c([N+](=O)[O-])nn1CCCC(=O)Nc1cccnc1	-14	-4	93	14	12	97	1	1.1	2	0.61
CN(C1CCCCC1)S(=O)(=O)c1cccc(C#N)c1	-15	1	102	15	7	104	1	0.94	-4	0.01
CN(C)c1ccnc(N(Cc2ccccc2)Cc2ccccc2)c1C#N	-10	-3	115	10	-9	100	1	1.2	0	-0.1
CCOCCCNC(=O)c1ccc(CS(=O)(=O)Cc2ccc(C)cc2)o1	0	-8	95	0	9	96	1.1	0.89	5	nt

Rows are unselected. Share with any hit: about 7.1%.
